Source: PubChem (National Center for Advancing Translational Sciences (NCATS))
GLP-1R agonist: GLP-1 receptor (human) agonism; HEK293 GLP-1R CRE-luciferase, luminescence, 4-6 h; cells express a hypersensitive GLP-1R form; Potency, µM (top dose mostly 45.6 µM), inactives show at the highest dose activation, usual class: activators; 380,000 tested, 0.007% active; AID 624172; note: % of control where 0% means no effect
Target sequence (P43220 whole entry, looked up): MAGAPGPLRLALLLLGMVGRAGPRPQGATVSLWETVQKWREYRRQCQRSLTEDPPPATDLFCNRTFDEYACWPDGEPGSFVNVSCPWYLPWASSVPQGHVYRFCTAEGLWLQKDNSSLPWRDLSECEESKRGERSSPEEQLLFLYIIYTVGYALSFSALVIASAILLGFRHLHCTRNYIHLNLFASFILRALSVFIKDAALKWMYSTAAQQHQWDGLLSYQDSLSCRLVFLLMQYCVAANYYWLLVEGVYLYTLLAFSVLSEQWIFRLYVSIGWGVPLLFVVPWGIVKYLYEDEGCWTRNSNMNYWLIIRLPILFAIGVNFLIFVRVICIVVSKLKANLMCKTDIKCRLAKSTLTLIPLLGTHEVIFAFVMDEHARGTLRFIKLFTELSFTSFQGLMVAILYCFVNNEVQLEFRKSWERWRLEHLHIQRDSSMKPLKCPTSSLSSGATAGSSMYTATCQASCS
GLP1R inv ag: inverse agonists of human GLP-1 receptor | P43220 | HEK293 GLP-1R CRE-luciferase, luminescence, 24 h; GLP-1R form is constitutively active | Potency, µM (top dose mostly 38.3 µM), inactives show top-dose activity change, negative = inhibition, most hits filed as inhibitors | 410,000 tested, 1.6% active | AID 624417; note: % is set by controls: 0 for no effect and ±100 for the full control effect; nearly all actives have a fitted effect of over 55% in size
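qHTS in 1536-well format: reporter HEK293 cells expressing constitutive GLP-1R activity in DMEM + 10% Nu serum, 24 hr with compounds at 37 deg C, luminescence read after 12 min with detection reagent.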
HT1080 IDH1KD tx: HT-1080 IDH1 knockdown cell toxicity (counter line); HT-1080 IDH1 knockdown viability, ATP luminescence, 48 h; Potency, µM (doses to about 46.1 µM), for inactives: at the highest dose activity, negative = toxicity, hits mostly cytotoxic; 360,000 tested, 2% active;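 note: 0% = DMSO wells and -100% = cell-free medium wells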
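Using the IDH1-knockdown HT-1080 line run in the same batch and compound series as the NT line, viability after 48 h at 37 °C was determined by CellTiter-Glo luminescence and expressed as % activity.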
GLP1R cytotox: cytotoxicity counter-screen for GLP-1 receptor inverse agonists. Potency, µM (highest dose often 38.3 µM), for inactives: at the top dose activity change, negative = inhibition, most hits filed as inhibitors. AID 624418. 410,000 tested, 0.13% active. HEK293 cAMP-luciferase reporter cells, luminescence, 24 h;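 note: loss of luciferase light is scored as toxicity; % is set by controls: 0 for no effect and ±100 for the full control effect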
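Here, cytotoxicity is scored as loss of luminescence. The MLSMR collection was tested on cells seeded in medium containing 10% Nu serum, with a 24 hr compound exposure preceded by 12 hours of culture.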
SW480 rerep: induces DNA re-replication in SW480 colon adenocarcinoma cells | Potency, µM (top dose mostly 46.1 µM), inactives show at the top dose re-replication activation, most hits filed as activators | 340,000 tested, 1.8% active | SW480 DNA re-replication, Hoechst DNA content imaging, 48 h; note: % of control where 0% means no effect; nearly all actives have a fitted effect of over 55% in size
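Compounds, transferred as 23 nL by pin tool, were incubated with cells for 48 hr; DNA content per nucleus was then quantified by Hoechst staining and fluorescence plate imaging.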
HT1080NT lethal: kills 2HG-producing HT-1080-NT fibrosarcoma cells; HT-1080-NT fibrosarcoma viability, CellTiter-Glo ATP luminescence, 48 h; Potency, µM (titrated, usually from 46.1 µM), without a hit: at the top dose activity, negative = less viability, actives largely listed as cytotoxic; 360,000 tested, 1.6% active; AID 686970;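 note: NT is the 2HG producing partner of a matched IDH1 knockdown line; 0% = DMSO-treated cells and -100% = media-only wells without cells; nearly all actives have a fitted effect of over 55% in size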
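Toxicity toward the 2HG-producing NT line was scored as %Activity, normalised to DMSO and no-cell wells, from CellTiter-Glo luminescence after 48 hours' treatment.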
KB-V1 MDR tox: KB-V1 MDR subline cytotoxicity; Potency, µM (highest dose often 46.1 µM), for inactives: at the highest dose activity change, negative = cytotoxicity, usual class: cytotoxic; KB-V1 MDR cells viability, CellTiter-Glo, 72 h; 400,000 tested, 3.4% active; note: % is set by controls: 0 for no effect and ±100 for the full control effect; nearly all actives have a fitted effect of over 60% in size
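KB-V1 cells (P-gp-expressing MDR subline of KB-3-1) in phenol-red-free DMEM with 10% FBS were exposed to library compounds over a concentration series for 72 h at 37 degrees C. Viability read by CellTiter-Glo luminescence; concentration-effect curves fitted after normalization.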
KB-3-1 cytotox: kills parental KB-3-1 adenocarcinoma cells; KB-3-1 viability, CellTiter-Glo ATP luminescence, 72 h; Potency, µM (doses to about 46.1 µM), for inactives: top-dose activity change, negative = cytotoxic, hits mostly cytotoxic; 400,000 tested, 1.4% active; AID 1347075; note: % is set by controls: 0 for no effect and ±100 for the full control effect; nearly all actives have a fitted effect of over 60% in size
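KB-3-1 cells, DMEM (no phenol red) + 10% FBS; compound by pin transfer, 72 h, 37 °C. Readout: CellTiter-Glo luminescence after 10 min. Data normalized, curve-fitted.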
TDP-43 yeast inh: TDP-43 toxicity inhibition in yeast; Potency, µM (highest dose often 46.1 µM), without a hit: at the highest dose growth rescue (activation), most hits filed as activators; TDP-43 expressing yeast growth rescue, BacTiter-Glo, 24 h; 410,000 tested, 1.8% active; note: % of control where 0% means no effect; nearly all actives have a fitted effect of over 50% in size
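Luminescence from BacTiter-Glo reports growth of TDP-43-expressing yeast after 24 hr at 30 deg C with compound. Cells were raffinose-pregrown to mid-log, then seeded in galactose medium at OD600=0.02.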
Active calls of the source: *; ? = inconclusive; . = not tested or not shown; [ ] = another dose, or the depositor's remark. Calls come from the whole dose curve; as a rule, active = well fitted curve in the direction sought with a large enough effect; inconclusive = small, poorly fitted or top-dose-only effect, or another doubt; inactive = no such curve, though single readings can be large; an effect the other way counts as inactive or inconclusive. Potency is the fitted concentration of half-maximal effect.

The opening two entries, to show the layout:
SMILES	GLP-1R agonist	GLP1R inv ag	HT1080 IDH1KD tx	GLP1R cytotox	SW480 rerep	HT1080NT lethal	KB-V1 MDR tox	KB-3-1 cytotox	TDP-43 yeast inh
CCC(C)C1C(C#N)=C(N)OC2=C1C(=O)CC(C)(C)C2 (stereo not given)	-3%	-5%	0%	3%	2%	16%	-9%	-4%	-3%
COc1cccc(N2C(=O)N(c3ccccc3)C3CS(=O)(=O)CC32)c1 (stereo not given)	2%	6%	7%	-5%	-6%	5%	13%	14%	-13%

All compounds of this part, from the start:
SMILES	GLP-1R agonist	GLP1R inv ag	HT1080 IDH1KD tx	GLP1R cytotox	SW480 rerep	HT1080NT lethal	KB-V1 MDR tox	KB-3-1 cytotox	TDP-43 yeast inh
CCC(C)C1C(C#N)=C(N)OC2=C1C(=O)CC(C)(C)C2 (stereo not given)	-3%	-5%	0%	3%	2%	16%	-9%	-4%	-3%
COc1cccc(N2C(=O)N(c3ccccc3)C3CS(=O)(=O)CC32)c1 (stereo not given)	2%	6%	7%	-5%	-6%	5%	13%	14%	-13%
COc1ccc2oc3cc(Cl)ccc3c(=O)c2c1	0%	7%	22%	5%	.	28%	3%	0%	32%
CCOC(=O)C1CCCN(C(=O)c2cc(Cl)ccc2Cl)C1 (stereo not given)	2%	12%	-4%	2%	26%	-5%	5%	6%	18%
C=CCN1C(=O)c2ccc(C(=O)N3CCC(C(N)=O)CC3)cc2C1=O	5%	3%	-1%	9%	-10%	0%	38%	11%	10%
CC(=O)Cc1nsc(NC(=O)c2ccc(Cl)cc2Cl)n1	0%	10%	-4%	-6%	-3%	-3%	-4%	-5%	9%
Cc1ccc(NC(=O)CSc2nnc(Cc3ccccc3)o2)cc1	8%	-13%	15%	-14%	-5%	2%	-2%	-14%	12%
CCCc1nc2oc3c(NCCN(C)C)ncnc3c2c2c1CCCC2	20%	-25%	?	?	?	-19%	-1%	?	20%
Cc1ccc(OCCNC(=O)c2ccccc2SCC(=O)N2CCCC2)cc1	2%	-7%	1%	-2%	1%	9%	?	9%	-2%
Cc1ccc(S(=O)(=O)N(C)/N=C/c2ccc(N(C)C)cc2)cc1	21%	0%	0%	7%	7%	0%	-10%	-3%	-4%
C=CCSc1nnc(NC(=O)C2CC(=O)N(Cc3ccc(C)cc3)C2)s1 (stereo not given)	0%	5%	0%	5%	5%	1%	0%	12%	4%
Cc1ccc2c(c1)C(c1ccccc1)N(C(=O)C(C)C)CC(=O)N2 (stereo not given)	0%	-12%	2%	-24%	-7%	0%	10%	24%	8%
COc1ccc(NC(=O)COc2cccc(C(F)(F)F)c2)cn1	-10%	-15%	6%	15%	-1%	-3%	-12%	-3%	16%
COc1ccc(-n2cc(-c3ccccc3)c3c(NN4CCOCC4)ncnc32)cc1	2%	?	-23%	11%[7.66 µM]	3%	-25%	?	0%	0%
Cc1nn(C(C)C(=O)NC2CCC(C)CC2)c(=O)c2cc3sccc3n12 (stereo not given)	.	6%	.	1%	.	.	-16%	0%	12%
CCn1ncc(C2=NOC(C(=O)NCCc3ccccc3)C2)c1C (stereo not given)	6%	4%	10%	-16%	-15%	10%	?	-1%	-7%
C=CCc1ccccc1OCCSc1nc2ccc([N+](=O)[O-])cc2s1	-9%	10%	4%	10%	0%	-6%	1%	-10%	25%
CCn1ccnc1CN(C)C(=O)C1CCC(=O)N(Cc2cccc(F)c2)C1 (stereo not given)	-2%	19%	-1%	4%	-9%	1%	2%	-6%	-20%
O=C(NCC(c1ccco1)N1CCN(c2ccccc2F)CC1)C(=O)NC1CCCC1 (stereo not given)	-16%	22%	7%	7%	-2%	11%	?	-5%	15%
Cc1ccc(-c2csc(NC(=O)c3cccc(N4C(=O)CCC4=O)c3)n2)o1	-5%	-6%	5%	-1%	-3%	-2%	8%	0%	10%
CCOC(=O)C1(CCCc2ccccc2)CCN(Cc2ccn[nH]2)CC1	13%	4.5µM*	?	14%	-13%	-17%	?	-2%	-14%[9.22 µM]
Cc1ccc(CNC(=O)CN(c2cc(C)cc(C)c2)S(=O)(=O)c2c(C)[nH]c(=O)[nH]c2=O)cc1	.	4%	.	-2%	.	.	1%	-2%	0%
Nc1n[nH]c(=S)n1/N=C1/C(=O)Nc2ccccc21	-4%	-7%	7%	-19%	-1%	4%	15%	0%	-4%
Cc1ccc2[nH]c3c(c2c1)CN(C(=O)CN1CC(C)OC(C)C1)CC3 (stereo not given)	6%	-29%	-2%	58%[activator]	-1%	1%	18%	10%	6%
O=C(NC(=S)Nc1ccc(O)cc1)C1CCCC1	2%	6%	4%	3%	-8%	0%	?	0%	14%
O=C(NCC1CCCCC1)c1cccc(S(=O)(=O)NCc2cccnc2)c1	-1%	1%[0.307 µM]	4%	3%[0.307 µM]	0%	0%	5%	11%	-16%
CCOCCCNC(=O)c1cc(Nc2ccc(OC)cc2OC)nc2ccccc12	-1%	12%	3%	-2%	-2%	6%	-2%	14%	3%
Cc1cccc(C(=O)Nc2ccc3c(c2)C(=O)NC3=O)c1	10%	10%	17%	-3%	-3%	2%	15%	3%	8%
CCCCn1c(CCc2ccccc2)nc2cc3[nH]c(=O)c(C(C)C)nc3cc21	19%	-5%	?	3%	1%	-9%	-2%	-33%	-15%
Cc1ccc(CN2C(=O)c3ccccc3Sc3ccc(C(=O)OCc4ccco4)cc32)cc1	-2%	-10%	.	-1%	.	.	?	?	23%
CCOc1ccccc1NC(=S)NCCc1ccccc1	-1%	?	-1%	?	0%	25%	-7%	-12%	?
COC(=O)Cn1c2[n+](c3ccccc31)CC(O)CS2 (stereo not given)	-5%	1%	2%	-3%	-3%	18%	0%	18%	1%
Cc1c(C)c2c(OCC(=O)NCc3cccnc3)cc3c(c2oc1=O)CCC(C)(C)O3	4%	18%	-4%	9%	0%	-9%	-9%	0%	-8%
CCOC(=O)Nc1sc2c(c1C#N)CCCC2	29%	-1%	-13%	-16%	1%	-3%	-11%	-9%	?
CN(C)S(=O)(=O)c1ccc(C(=O)Nc2ccc(CCC(=O)N3CCCC3)cc2)cc1	0%	11%	2%	-1%	-4%	3%	-20%	4%	-8%
Cc1[nH]c2ccccc2c1/C=N/NC(=O)c1ccc(N)cc1	12%	9%	-8%	-7%	-21%	-4%	9%	0%	16%
CCOC(=O)N1CCN(C(=O)c2ccc(OCC)cc2)CC1	2%	2%	-1%	-2%	-7%	-3%	-1%	0%	-11%
COc1cccc(C2=NN(C(=O)C3CC3)C(O)(C(F)(F)F)C2)c1 (stereo not given)	4%	-4%	-3%	2%	.	-5%	1%	-2%	5%
Cc1ccccc1C(=O)N1CCC(C(=O)NN2C(=O)NC3(CCC(C)CC3)C2=O)CC1 (stereo not given)	-3%	8%	12%	0%	-5%	13%	0%	1%	16%
CCCCOCCCNS(=O)(=O)c1ccccc1	10%	-7%	-2%	1%	0%	0%	-7%	0%	-4%
CCc1ccc(/C=C2\Oc3ccc(C(=O)OC)cc3C2=O)cc1	5%	-5%	?	-4%	-2%	14%	3%	12%	19%
CCOc1ccc(NC(=O)CN(C)S(=O)(=O)c2ccc(-c3ccc(=O)[nH]n3)s2)cc1	9%	70%[activator]	-1%	5%	19%	4%	25%	15%	0%
O=C(OCC(=O)N1CCN(C(=O)c2ccco2)CC1)c1ccccc1OCc1ccccc1	7%	-19%	1%	-6%	21%	1%	-17%	-3%	-6%
O=C(CCNC(=O)c1ccccc1)Nc1nc2ccccc2s1	-6%	?	10%	0%	4%	-2%	-7%	0%	14%
Cc1ccc(S(=O)(=O)N(C)c2ccc(OCc3cccc(C)c3)cc2)cc1	-8%	2.8µM*	-9%	10%	1%	-3%	-15%	2%	7%
COc1ccc(-c2nnnn2C(C)C)cc1S(=O)(=O)Nc1ccccc1	4%	31%[activator]	6%	-3%	-4%	3%	-18%	-3%	-7%
Cc1ccc(C(=O)C(c2ccccc2)N2Cc3ccccc3C2=N)cc1 (stereo not given)	-9%	?	?	-26%	?	?	?	?	?
COc1ccc(CCNS(=O)(=O)c2ccc(S(=O)(=O)N3CCCC3)cc2)cc1OC	15%	0%	1%[9.24 µM]	3%	?	-24%	?	-4%	-7%

Six compounds out of the list above, sorted by their value in SW480 rerep, rising:
smiles	SW480 rerep
CCOC(=O)N1CCN(C(=O)c2ccc(OCC)cc2)CC1	-7%
Cc1ccccc1C(=O)N1CCC(C(=O)NN2C(=O)NC3(CCC(C)CC3)C2=O)CC1 (stereo not given)	-5%
CCc1ccc(/C=C2\Oc3ccc(C(=O)OC)cc3C2=O)cc1	-2%
Cc1ccc(S(=O)(=O)N(C)c2ccc(OCc3cccc(C)c3)cc2)cc1	1%
O=C(CCNC(=O)c1ccccc1)Nc1nc2ccccc2s1	4%
CCOc1ccc(NC(=O)CN(C)S(=O)(=O)c2ccc(-c3ccc(=O)[nH]n3)s2)cc1	19%

More entries
SMILES	GLP-1R agonist	GLP1R inv ag	HT1080 IDH1KD tx	GLP1R cytotox	SW480 rerep	HT1080NT lethal	KB-V1 MDR tox	KB-3-1 cytotox	TDP-43 yeast inh
COC(=O)c1ccc(CC(=O)c2nc3ccccc3s2)cc1	0%	2%	-4%	11%	7%	-7%	16%	23%	17%
COc1ccc(C(=O)NNC(=O)C(=O)Nc2ccc(C)cc2)cc1	5%	0%	-10%	1%	-6%	-2%	-1%	17%	5%
O=C(OC(C(=O)Nc1ccc([N+](=O)[O-])cc1Br)c1ccccc1)c1ccccc1 (stereo not given)	18%	?	-24%	-1%	-6%	-17%	?	-7%	6%[9.22 µM]
COc1cc(/C=C2\C(=O)NN(c3ccc(C)cc3)C2=O)cc([N+](=O)[O-])c1O	-1%	?	?	?	?	?	9%	24%	-19%
COc1ccc(-c2nnc(SC3CCOC3=O)n2C2CCCCC2)cc1OC (stereo not given)	0%	23%	19%	0%	-8%	8%	9%	11%	-1%
CCCOc1ccc(N2C(=O)CC(N(CCc3ccc(OC)cc3)C(=O)/C=C/C(=O)O)C2=O)cc1 (stereo not given)	3%	6%[7.66 µM]	22%	2%[7.66 µM]	-1%	12%	7%	0%	-13%[9.22 µM]
